HEK293 cAMP ctrl: parental HEK293 cAMP activation (counter-screen); parental HEK293 CNG cAMP sensor, membrane potential fluorescence; Potency, µM (doses to about 57.1 µM), inactives show top-dose activation, most hits filed as activators; actives 2.5% (n = 73,000); AID 938; also: potency is read from the fitted curve at half-maximal effect; % of control where 0% means no effect; nearly all actives have a fitted effect of over 55% in size
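Counterscreen for endogenous-receptor signalling: CNG-channel HEK 293 cells report cAMP rise by membrane depolarization. After 60 min dye equilibration with 100 uM RO 20-1724, compounds incubated 30 min before bottom-read fluorescence at 590 nm.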
BRCT PPI green: inhibitors of human BRCA1 BRCT-phosphoprotein interaction (green fluorophore); P38398; BRCA1 BRCT-phosphopeptide binding, green fluorescence polarization; Potency, µM (titrated, usually from 76.9 µM), for inactives: top-dose activity change, negative = inhibition, actives largely listed as inhibitors; actives 0.05% (n = 75,000); AID 875;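 also: potency is read from the fitted curve at half-maximal effect; plate controls were peptide without protein for full effect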
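Compounds were incubated for 12 min at room temperature with a complex of 100 nM fluorescein-tagged pBACH1 decapeptide and 250 nM His-tagged BRCT protein. Buffer was phosphate pH 7.3 with EDTA, DTT and Tween 20. Disruption of binding lowers the polarization signal.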
Fluorescein autfl: compound autofluorescence in fluorescein spectral region | actives 0.91% (n = 59,000) | AID 593 | max fluorescein-equivalent concentration, M | Compound autofluorescence, 480/540 nm, fluorescein-equivalent; stronger effect = higher value; in the data active = max fluorescein-equivalent concentration above about 10 nM; inconclusive = between about 1.1 nM and that limit
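Normalized response (dye-equivalent concentration) derives from comparing each well's 540 nm emission, under 480 nm excitation, with plate-resident fluorescein standards. Compounds were held in 100 mM Tris, pH 8.0, for 15 min at room temperature.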
Caspase-7 inhib: caspase-7 (human) inhibition, allosteric or competitive; actives 0.02% (n = 75,000); P55210; recombinant caspase-7, Ac-DEVD-AFC fluorescence rate; Potency, µM (series often up to 57.5 µM), for the others: at the highest dose activity change, negative = inhibition, hits mostly inhibitors; active = well fitted inhibition curve with a large enough effect in the main read-out, with a control signal flat, not every such curve was filed as active; inconclusive = small, poorly fitted or top-dose-only effect, or a change in a side signal; also: potency is read from the fitted curve at half-maximal effect; % of control where 0% means no effect
Target sequence (P55210 24-198 limits assumed): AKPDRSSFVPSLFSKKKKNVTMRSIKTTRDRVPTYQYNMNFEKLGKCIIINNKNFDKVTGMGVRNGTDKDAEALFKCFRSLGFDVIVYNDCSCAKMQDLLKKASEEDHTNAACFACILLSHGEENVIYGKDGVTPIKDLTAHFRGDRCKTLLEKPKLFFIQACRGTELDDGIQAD
Target sequence (P55210 207-303 limits assumed): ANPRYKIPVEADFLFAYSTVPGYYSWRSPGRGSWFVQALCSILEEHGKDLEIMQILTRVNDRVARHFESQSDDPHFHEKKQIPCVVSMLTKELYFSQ
BRCT inh red: BRCT-phosphoprotein interaction inhibition (red fluorophore). P38398. BRCT-phosphopeptide binding, red fluorescence polarization. Potency, µM (titrated, usually from 76.9 µM), without a hit: top-dose activity change, negative = inhibition, most hits filed as inhibitors. actives 0.03% (n = 75,000). AID 892; also: % is scaled to controls: 0 for no effect and ±100 for the full control effect
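Fluorescence polarization: 100 nM His-tagged BRCA1 BRCT with 100 nM TAMRA-labelled phospho-BACH1 decapeptide, phosphate buffer pH 7.3 with 150 mM NaCl, DTT, 0.01% Tween 20; 12 min RT. Binding inhibition seen as FP decrease.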
Rhodamine fluor: compound fluoresces in the rhodamine spectral region | actives 0.05% (n = 59,000) | max dye-equivalent concentration, M | Rhodamine-region fluorescence, 547/598 nm, Tris buffer; stronger effect = higher value; in the data active = max dye-equivalent concentration above about 11 nM; inconclusive = between about 1.1 nM and that limit
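A six-point rhodamine series on each plate calibrates the signal. Compounds sit in 100 mM Tris (pH 8.0) for 15 min at ambient temperature before imaging through 547 nm/598 nm filters.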
A350 fluor: compound fluoresces in the Alexa 350 spectral region; Compound autofluorescence, 340/450 nm, Alexa 350 dye-equivalents; stronger effect = higher value; actives 11% (n = 59,000); max dye-equivalent concentration, M; AID 590; in the data active = max dye-equivalent concentration above about 10 nM; inconclusive = mostly about 1.1 nM to 9.6 nM
Texas Red fluor: Texas Red region autofluorescence; Compound fluorescence, Texas Red channel, 547/618 nm; stronger effect = higher value; max dye-equivalent concentration, M; actives 0.06% (n = 59,000); in the data active = max dye-equivalent concentration above about 10 nM; inconclusive = between about 1.1 nM and that limit
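Spectral interference profiling: each compound concentration's relative fluorescence, read with a 547 nm excitation and 618 nm emission filter pair, was normalized to a per-plate Texas Red standard curve.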
4-MU autofl: compounds fluorescent in 4-MU spectral region; AID 589; actives 11% (n = 59,000); compound autofluorescence, 340/450 nm, 4-MU equivalents; stronger effect = higher value; max dye-equivalent concentration, M; in the data active = max dye-equivalent concentration above about 10 nM; inconclusive = mostly about 1.1 nM to 9.6 nM
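Compounds in 100 mM Tris, pH 8.0, incubated 15 min at room temperature, then fluorescence read at 340 nm excitation/450 nm emission. Signal converted to 4-MU dye-equivalent concentration using an on-plate six-point 4-MU standard curve.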
Caspase-1 inhib: caspase-1 (human) inhibition, allosteric or competitive | P29466 | AID 900 | actives 0.03% (n = 75,000) | Potency, µM (series often up to 57.5 µM), inactives show at the highest dose activity change, negative = inhibition, most hits filed as inhibitors | Caspase-1 enzyme, Ac-WEHD-AFC fluorogenic rate;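 also: potency is read from the fitted curve at half-maximal effect; plate controls were vehicle for no effect and no substrate for full effect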
Target sequence (P29466 120-297 limits assumed): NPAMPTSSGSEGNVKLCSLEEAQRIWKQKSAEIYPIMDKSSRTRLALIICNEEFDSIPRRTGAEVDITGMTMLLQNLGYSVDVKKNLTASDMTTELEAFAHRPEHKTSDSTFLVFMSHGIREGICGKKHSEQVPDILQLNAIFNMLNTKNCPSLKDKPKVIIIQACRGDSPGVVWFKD
Target sequence (P29466 317-404 limits assumed): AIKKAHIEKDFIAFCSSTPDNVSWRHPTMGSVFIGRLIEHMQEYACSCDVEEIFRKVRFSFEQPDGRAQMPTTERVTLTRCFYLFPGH
USP2a inh: USP2a (human) protease inhibition | USP2a enzymatic assay, qHTS inhibition | Potency, µM (highest dose often 38.3 µM), without a hit: top-dose activity change, negative = inhibition, hits mostly inhibitors | actives 0.1% (n = 60,000);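 also: potency is read from the fitted curve at half-maximal effect; nearly all actives have a fitted effect of over 60% in size; plate controls were DMSO for no effect and NEM full inhibition control for full effect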
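Coupled readout: USP2-cleaved Ub-PLA2 (20nM final) turns over NBD C6-HPC (20uM final), Ex 460nm/Em 535nm after 2.5 h, time-zero read flagging artifacts. Enzyme (20nM final, pH 8.0 Tris) given 30 min RT with compound first; NEM defines full inhibition.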
Numbers without * were called inactive; i = inactive; ? = inconclusive; . = not tested or not shown; [ ] = remark or other dose. Unless noted, calls follow the shape of the dose curve; as a rule, active = well fitted curve in the direction sought with a large enough effect; inconclusive = small, poorly fitted or top-dose-only effect, or another doubt; inactive = no such curve, though single readings can be large; an effect the other way counts as inactive or inconclusive.

entry	SMILES	HEK293 cAMP ctrl	BRCT PPI green	Fluorescein autfl	Caspase-7 inhib	BRCT inh red	Rhodamine fluor	A350 fluor	Texas Red fluor	4-MU autofl	Caspase-1 inhib	USP2a inh
1	CC(=O)N(c1cccc(C)c1)C1SC(=O)N(c2ccccc2)C1=O (stereo unspecified)	22%	0.1%	i	1%	-1.2%	i	i	i	i	-1%	-3%
2	Cc1ccc(Cn2c(=N)n(CC(O)c3ccco3)c3ccccc32)cc1 (stereo unspecified)	14%	-2.3%	i	-1%	1.2%	i	i	?	i	-1%	19%
3	O=c1c2c([nH]c3ccccc13)C(=C1CCCC1)CC2	-5%	-6.1%	.	?	-14%	.	.	.	.	-9%	.
4	CCc1c(C)nc2[nH]nc(-c3ccccc3C)n2c1=O	3%	-4.2%	i	-1%	0.9%	i	i	i	i	0%	2%
5	O=C(CCn1c(=O)oc2ccccc21)Nc1cccc(Cl)c1	1%	-2.1%	.	-1%	-1.6%	.	.	.	.	-3%	.
6	O=c1c(CCc2ccccc2)nc2cnc(Oc3cccc(Cl)c3)nc2n1C[C@H]1CCCO1	17%	-0.9%	i	-7%	-1.3%	i	i	i	i	-5%	0%
7	CC(C)c1[nH]nc2c1C(Cc1ccccc1)C(C#N)=C(N)O2 (stereo unspecified)	24%	-0.1%	i	1%	0.9%	i	i	i	i	-3%	.
8	CCCCC(CC)COCCCN (stereo unspecified)	14%	-1.0%	.	1%	0.8%	.	.	.	.	-2%	.
9	O=C(NCc1ccco1)c1cc(-c2ccc(Cl)cc2)on1	-1%	4.4%	?	-1%	3.0%	i	i	i	i	0%	-3%
10	O=C(O)CCC(=O)Nc1ccc2ccccc2c1	15%[11.4 µM]	-1.4%[15.4 µM]	i	-1%[11.5 µM]	-1.6%[15.4 µM]	i	i	i	i	6%[11.5 µM]	.
11	CC1=C(C(=O)NCc2ccco2)C2(CCC(C)CC2)OC1=O (stereo unspecified)	-2%	-0.2%	.	0%	2.1%	.	.	.	.	-4%	.
12	Cc1nnc(N(Cc2ccco2)C(=O)c2cccc(C#N)c2)s1	29%	-0.2%	?	0%	-0.6%	i	?	i	i	1%	3%
13	O=C(CCc1ccccc1)Nc1nc2n(n1)C(c1ccccc1)CC(=O)N2 (stereo unspecified)	4%	1.0%	?	0%	0.9%	i	i	?	i	0%	8%
14	CN1CCN(S(=O)(=O)c2ccc(-c3ccc(Cl)cc3)cc2)CC1	10%	-1.5%	i	0%	-2.7%	i	i	i	i	-1%	9%
15	O=S(=O)(Nc1nc2ccccc2nc1Nc1ccc2c(c1)OCCO2)c1cccs1	-27%	40%[activator]	i	?	-6.3%	i	i	i	i	-17%	35%[activator]
16	COCCNC(=O)c1ccc2c(c1)nc(C)n2-c1cccc(F)c1	-5%	-2.5%	i	0%	0.6%	i	i	i	i	2%	11%
17	O=C(c1sc2ccccc2c1Cl)N(Cc1cccs1)C1CCS(=O)(=O)C1 (stereo unspecified)	22%	2.9%	.	-3%	-0.5%	.	.	.	.	-5%	.
18	COc1ccccc1C(=O)n1nc(C)cc1C	-4%	-2.9%	.	-1%	0.0%	.	.	.	.	0%	-5%
19	O=C(CSCCSCC(=O)c1ccco1)c1ccco1	4%	-5.1%	i	-3%	-2.9%	i	i	i	i	-1%	-2%
20	O=C(O)C12CC3CC(C1)CC(n1cnc(Cl)n1)(C3)C2	3%	0.7%	i	0%	-1.7%	i	i	i	i	5%	6%
21	Cc1cccc(-c2c3c(=O)n(C)c(=O)n(C)c3cn2-c2ccc(O)cc2)c1	9%	-0.6%	i	1%	-2.1%	i	?	?	1e-08M*	-2%	8%
22	COc1cc(OC)nc(NC2OC(=O)c3ccccc32)n1 (stereo unspecified)	-9%	-0.3%	i	-1%	-0.2%	i	i	i	i	-1%	-3%
23	Oc1cc(Cc2ccccc2)cnc1CN1CCCCC1	-2%	-2.4%	.	-1%	0.3%	.	.	.	.	3%	3%
24	Oc1c(C(c2ccco2)N2CCOCC2)sc2ncnn12 (stereo unspecified)	6%	2.7%	.	-3%	1.4%	.	.	.	.	-10%	.
25	O=C(Cn1nc(-c2ccccc2)c2ccccc2c1=O)NCC1CCCO1 (stereo unspecified)	21%	-0.5%	?	2%	-1.5%	i	i	i	i	-2%	14%
26	CC1CCN(C(=O)CSc2nnc(-c3cccnc3)n2C2CCCCC2)CC1	21%	-2.4%	i	0%	1.6%	i	9.5e-08M*	i	1.1e-07M*	-3%	-3%
27	c1ccc(Cc2nnc3sc(-c4ccc5c(c4)OCCO5)nn23)cc1	23%	2.0%	.	-7%	1.0%	.	.	.	.	-6%	.
28	CCOC(=O)C1CCN(C(=O)COc2ccc(S(=O)(=O)NC(C)C)cc2Cl)CC1	-5%	-1.1%	i	0%	0.2%	i	i	i	i	0%	8%
29	COc1cccc(-c2nnc(NC(=O)c3ccc(S(=O)(=O)N4CC(C)OC(C)C4)cc3)o2)c1 (stereo unspecified)	5%	-0.6%	i	0%	1.3%	i	i	i	i	0%	23%
30	C/C=C(/C)C(=O)OC1C(OC(C)=O)[C@@]2(CO)C(O)C[C@@]3(C)C(=CCC4[C@@]5(C)CCC(OC6OC(C(=O)O)[C@@H](O[C@@H]7OC(CO)C(O)C(O)C7O)C(O)[C@H]6O[C@@H]6OC(CO)C(O)C(O)C6O)[C@](C)(CO)C5CC[C@@]43C)C2CC1(C)C (stereo partly specified)	.	-1.3%[3.08 µM]	.	-8%	-3.6%	.	.	.	.	-5%	47%[activator]
31	O=C(O)c1cc(-c2ccccn2)n[nH]1	5%	0.6%	i	0%	0.5%	i	i	i	i	-4%	-6%
32	O=C(NCc1cccs1)C1CC(c2ccccc2O)=NO1 (stereo unspecified)	11%	0.1%	?	-1%	-0.6%	i	i	i	i	-2%	-11%
33	Nc1nc(CN2CCN(c3ccccc3F)CC2)nc(Nc2ccccc2)n1	-1%	1.6%	i	-1%	-0.4%	i	i	?	i	0%	27%
34	COc1ccc(C2SCC(=O)N2c2c(C)n(C)n(-c3ccccc3)c2=O)cc1 (stereo unspecified)	12%	-1.0%	.	-1%	1.2%	.	.	.	.	1%	1%
35	O=C(C1=C(O)C(=O)N(CCOCCO)C1c1cccs1)c1cccs1 (stereo unspecified)	6%	-0.9%	?	-2%	-1.5%	i	i	i	i	-5%	-9%
36	CC1CCc2nc(NC(=O)Cc3cccs3)sc2C1 (stereo unspecified)	0%	-1.2%	i	-5%	0.9%	i	i	i	i	0%	-3%
37	CCCC(CCC)C(=O)OC1C[C@H]2CC[C@@H](C1)[N+]2(C)C (stereo partly specified)	.	.	i	.	.	i	i	i	i	.	.
38	O=C(NC1CC2CCC(C1)N2C(=O)NC1CCCCC1)NC12CC3CC(CC(C3)C1)C2 (stereo unspecified)	3%	-3.1%	i	3%	1.0%	i	i	i	i	-2%	8%
39	CCCN1C(=O)c2ccccc2NC1c1ccc(OC)cc1O (stereo unspecified)	24%	-1.3%	?	-2%	-3.6%	i	8e-07M*	i	5.8e-07M*	-5%	?
40	CSc1nnc(-c2cnccn2)n1CCCN1CCCC1=O	-2%	-3.0%	i	0%	-0.5%	i	i	?	i	0%	.
41	O=C(NCc1ccc(Cl)c(Cl)c1)c1cccnc1	-4%[11.4 µM]	2.8%	.	0%	0.0%	.	.	.	.	1%	8%[7.66 µM]
42	C#CCCCC(=S)Nc1ccccc1	3%	0.3%	.	-3%	-1.3%	.	.	.	.	2%	.
43	CCOc1ccc(S(=O)(=O)N2CCN(c3ccc(C)cc3C)CC2)cc1	28%	-1.6%	.	1%	0.0%	.	.	.	.	-3%	.
44	Cn1cc(Br)c(C(=O)NC2CCCCC2)n1	4%	0.9%	i	-1%	0.3%	i	i	i	i	3%	-4%
45	O=C(CN1C(=O)CCC1=O)Nc1nc(-c2nc3ccccc3s2)cs1	?	2.8%	.	1%	-1.9%	.	.	.	.	-2%	.
46	O=C(NCC1CCCO1)c1ccc2c(c1)N(Cc1ccccc1)C(=O)CS2=O (stereo unspecified)	11%	-0.8%	.	-2%	-1.9%	.	.	.	.	1%	.
47	CCOC(=O)c1cnc(-n2nc(C)cc2C)nc1NCCc1ccccc1	25µM*	0.7%	?	-5%	-2.9%	i	i	?	i	-4%	-11%
48	COCCNC(=O)[C@H](C)/C=C(\c1cccnc1)C(NC(=O)OCc1ccccc1)c1ccc(C(=O)OC)cc1 (stereo partly specified)	8%	-0.4%	.	0%	-0.3%	.	.	.	.	-1%	.
49	CC1(C)Cc2c(c(-c3ccco3)[nH]c(=O)c2C#N)CS1	.	.	8.7e-08M*	.	.	i	4e-08M*	?	3.2e-08M*	.	.
50	O=C1OCC2=C1C(c1ccc3c(c1)OCO3)Sc1ccccc1N2 (stereo unspecified)	-1%	-1.1%	i	-1%	-0.3%	i	i	i	i	0%	3%

An excerpt; rates above refer to the full screens.
